High-throughput results (PubChem BioAssay)
aSyn yeast inh: qHTS of alpha-syn Inhibitors; Yeast expressing alpha-synuclein, growth rescue, BacTiter-Glo, 24 h; Potency, µM (titrated, usually from 46.1 µM), without a hit: top-dose growth rescue (activation), usual class: activators; actives 0.14% (n = 370,000); AID 652106, 2013; further: potency means the concentration at half of the fitted maximal effect; % of control where 0% means no effect; nearly all actives have a fitted effect of over 65% in size
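Rescue of yeast growth: cells expressing toxic alpha-synuclein, induced in galactose at OD600 0.02, incubated with compound 24 h at 30 C. ATP luminescence quantified growth; inhibitors of toxicity appear as activators.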
PI5P4K alpha inh: qHTS for Inhibitors of phosphatidylinositol 5-phosphate 4-kinase (PI5P4K); Phosphatidylinositol 5-phosphate 4-kinase type-2 alpha (Homo sapiens), P48426; PI5P4Kalpha enzyme, ADP-Glo luminescence, 60 min; stronger effect = lower value; max response, %; actives 1.2% (n = 330,000); AID 652105, 2013; active means max response of -50% or lower; inconclusive means between -30% and -50%; inactive means -30% or higher; further: value at the top dose of about 77 µM; on the % scale 0 is the no-effect control and ±100 the full control effect
Target sequence (P48426 whole entry, looked up): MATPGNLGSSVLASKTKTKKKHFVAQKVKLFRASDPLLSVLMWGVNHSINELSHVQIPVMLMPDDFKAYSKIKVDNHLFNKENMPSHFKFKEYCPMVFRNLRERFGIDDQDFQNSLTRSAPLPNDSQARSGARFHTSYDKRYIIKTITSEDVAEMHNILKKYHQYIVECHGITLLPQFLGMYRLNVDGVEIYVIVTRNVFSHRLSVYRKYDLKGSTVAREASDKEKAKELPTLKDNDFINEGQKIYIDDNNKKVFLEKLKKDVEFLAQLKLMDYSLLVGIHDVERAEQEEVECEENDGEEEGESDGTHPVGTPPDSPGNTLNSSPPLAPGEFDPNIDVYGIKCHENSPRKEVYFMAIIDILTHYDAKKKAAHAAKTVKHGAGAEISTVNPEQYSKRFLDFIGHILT
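ADP-Glo luminescence end-point after a 60 min room-temperature kinase reaction. PI5P4Kalpha and substrate in HEPES pH 7.4 buffer with EGTA, 0.1% CHAPS and 5% DMSO; ATP at 5 microM final.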
IL-2 act: qHTS of IL-2 Activators; IL-2 activation reporter assay, cell-based qHTS; stimulated with anti-CD3/CD4/CD28 beads; in transgenic mouse T cells; activation, % (series mostly up to about 46 µM); actives 0.065% (n = 360,000); in the data active means activation above about 50%; inconclusive means mostly about 30% to 49%; further: 0% is about no effect
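Unstimulated transgenic mouse T cells preincubated 60 min with compound, then stimulated with anti-CD3/anti-CD4-coated beads plus anti-CD28 for 18 h at 37 degrees C. IL-2 response read as EGFP and DsRed fluorescence by plate cytometry.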
FUS yeast rescue: qHTS for Suppressors of FUS Proteinopathy: Primary screen using FUS-linked yeast assay; S. cerevisiae FUS-expressing, growth rescue, OD600, 24 h; actives 0.24% (n = 390,000); Potency, µM (highest dose often 76.6 µM), for the others: at the top dose growth rescue (activation), actives largely listed as activators;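 further: potency means the concentration at half of the fitted maximal effect; plate controls were DMSO vehicle for no effect and reference control for full effect; nearly all actives have a fitted effect of over 55% in size; some results filed as inactive show a strong effect at the top dose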
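S. cerevisiae expressing FUS from galactose induction served as the toxicity model. Growth after 24hr at 30C, read as absorbance at 600 nm, indicates suppression of toxicity; compounds dosed at several concentrations.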
WRN inhibitor: qHTS for Inhibitors of WRN Helicase; Bifunctional 3'-5' exonuclease/ATP-dependent helicase WRN (Homo sapiens), Q14191; WRN helicase unwinding, fluorescent forked duplex, kinetic; Potency, µM (highest dose often 114 µM), inactives show at the top dose activity change, negative = inhibition, actives largely listed as inhibitors; actives 0.46% (n = 360,000); further: potency means the concentration at half of the fitted maximal effect; on the % scale 0 is the no-effect control and ±100 the full control effect; nearly all actives have a fitted effect of over 55% in size
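Primary qHTS, 1536-well format. 20 nM WRN + compound, 15 min RT; start with 100 nM forked fluorophore/quencher duplex, 2 mM ATP (final); kinetic read ex 525/em 598 nm.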
PLK1 PBD block: qHTS for Inhibitors of PLK1-PDB (polo-like kinase 1 - polo-box domain): Primary Screen. Serine/threonine-protein kinase PLK1 (Homo sapiens), P53350. Plk1 PBD binding of FITC phosphopeptide, fluorescence polarization. Potency, µM, inactives show max response, negative = inhibition, hits mostly inhibitors. actives 2.8% (n = 360,000). AID 720504, 2013; further: potency means the concentration at half of the fitted maximal effect; series mostly up to about 57 µM; on the % scale 0 is the no-effect control and ±100 the full control effect; nearly all actives have a fitted effect of over 65% in size
Target sequence (P53350 whole entry, looked up, the tested form may be a part): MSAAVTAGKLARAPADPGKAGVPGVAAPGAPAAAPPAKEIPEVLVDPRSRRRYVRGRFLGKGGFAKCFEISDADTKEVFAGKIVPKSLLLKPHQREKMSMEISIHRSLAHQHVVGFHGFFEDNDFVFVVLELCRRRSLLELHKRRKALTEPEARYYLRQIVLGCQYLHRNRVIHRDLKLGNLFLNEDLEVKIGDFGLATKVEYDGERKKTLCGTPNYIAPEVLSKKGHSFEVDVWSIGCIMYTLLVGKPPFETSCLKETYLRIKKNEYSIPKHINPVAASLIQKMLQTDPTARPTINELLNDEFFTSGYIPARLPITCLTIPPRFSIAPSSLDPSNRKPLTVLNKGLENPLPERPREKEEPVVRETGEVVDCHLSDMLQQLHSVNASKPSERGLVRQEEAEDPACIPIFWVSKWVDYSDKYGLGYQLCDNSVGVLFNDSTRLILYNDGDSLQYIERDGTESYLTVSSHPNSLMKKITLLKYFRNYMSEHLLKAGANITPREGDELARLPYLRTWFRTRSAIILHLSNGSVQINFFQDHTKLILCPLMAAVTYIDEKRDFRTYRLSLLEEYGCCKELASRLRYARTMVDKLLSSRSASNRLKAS
Abeta rescue: qHTS for compounds that reverse cellular toxicity of Amyloid beta (A-beta) peptide in yeast: Primary Screen | yeast expressing A-beta42, growth rescue, OD600, 48 h; response scale: 0% DMSO, 100% iron-clioquinol control | Potency, µM (top dose mostly 46.1 µM), for the others: at the top dose growth rescue, actives largely listed as activators | actives 0.063% (n = 410,000) | AID 1347071, 2019; further: potency means the concentration at half of the fitted maximal effect; nearly all actives have a fitted effect of over 55% in size
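Yeast growth medium received pinned compounds, then yeast cells expressing toxic A-beta were added; plates incubated at 30 C for 48 hr. Growth read as absorbance at 600 nm, normalized to DMSO and equimolar FeCl3 plus clioquinol controls.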
EPAC1 ag: qHTS for Agonist of cAMP-regulated guanine nucleotide exchange factor 3 (EPAC1): primary screen. Rap guanine nucleotide exchange factor 3 (Homo sapiens), O95398. EPAC1 agonist qHTS, biochemical assay; response scale: 100% = response to 6.5 mM cAMP. Potency, µM (highest dose often 154 µM), for the others: at the top dose activation, most hits filed as activators. actives 0.073% (n = 360,000). AID 720707, 2013; further: potency means the concentration at half of the fitted maximal effect; nearly all actives have a fitted effect of over 60% in size
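Compounds were pinned as a concentration titration into mixtures of EPAC1 (100 nM), BODIPY-GDP-loaded Rap1B (250 nM) and GDP (50 uM). After 5 min at room temperature, fluorescence was followed for 30 min; activity was scaled to 6.5 mM cAMP.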
EPAC1 antagonist: qHTS for Antagonist of cAMP-regulated guanine nucleotide exchange factor 3 (EPAC1): primary screen; EPAC1 GEF assay, Rap1b-BODIPY-GDP exchange fluorescence; Potency, µM (top dose mostly 115 µM), inactives show top-dose activity change, negative = inhibition, most hits filed as inhibitors; Rap guanine nucleotide exchange factor 3 (Homo sapiens), O95398; AID 720709, 2013; actives 0.14% (n = 360,000);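 further: potency means the concentration at half of the fitted maximal effect; plate controls were vehicle for no effect and positive control for full effect; nearly all actives have a fitted effect of over 50% in size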
Numbers without * were called inactive; u = inconclusive; x = no result given; & = joins results of further samples; [ ] = dose if it differs, or a comment. Unless noted, the call rests on the fitted dose curve; in most records, active means well fitted curve in the direction sought with a large enough effect; inconclusive means small, poorly fitted or top-dose-only effect, or another doubt; inactive means no such curve, though single readings can be large; an effect the other way counts as inactive or inconclusive.

SMILES	aSyn yeast inh	PI5P4K alpha inh	IL-2 act	FUS yeast rescue	WRN inhibitor	PLK1 PBD block	Abeta rescue	EPAC1 ag	EPAC1 antagonist
Cc1ccccc1C(=O)NNC(=S)NC(=O)c1cccs1	3.5µM*	-3	4.1	-7%	-1%	1%	-41%[inhibitor]	-5%	-8%
O=C(COC(=O)Cc1ccc(Br)cc1)Nc1c(F)c(F)c(F)c(F)c1F	3%	2	-5.2	9%	1%	-2%	5%	-4%	-23%
Cc1csc(-c2coc3cc(O)cc(C)c3c2=O)n1	2%	x	-0.3	3%	-22%	-17%	6%	8%	-2%
C=CCn1c(C)cc(C(=O)CSc2n[nH]c(N)n2)c1C	0%	3	-0.6	34%	4%	-7%	9%	0%	2%
COc1cccc(-c2noc(C3CCCN(C(=O)c4ccc(F)cc4F)C3)n2)c1 (stereo not given)	2%	3	0.2	u	-2%	-7%	-9%	7%	-16%
Cc1nn(CCCC(=O)NCCc2ccc(Cl)cc2)c(=O)c2nn(-c3ccccc3)c(C)c12	0%	-3	-1.5	-5%&5%	-9%	-9%	5%&-22%	13%	12%
CCN(CC)CCCN(Cc1cc2cc3c(cc2[nH]c1=O)OCO3)C(=O)Nc1ccccc1OC	-3%	-6	-0.5	4%	-6%	-10%	-10%	1%	3%
Cc1ccc(CCNC(=O)C2CCN(S(=O)(=O)c3ccc4c(c3)CCC(=O)N4)CC2)cc1	-6%	7	-0.4	-16%	1%	-4%	6%	-14%	-1%
CC(=O)Nc1ccc2oc(C)nc2c1	-2%	0	-0.1	2%	-2%	-5%	-6%	9%	-1%
O=C(CS(=O)(=O)c1ccc(Cl)cc1)N1CCN(c2ccccc2)CC1	7%	1	0.7	-1%	2%	-1%	6%	4%	-7%
Nn1c(SC/C=C/c2ccccc2)nnc1-c1cccnc1	12%	x	-2.4	-4%	-1%	-3%	-4%	11%	-1%
Cc1cc(OCC(=O)Nc2ccc(S(=O)(=O)NC3=NCCCCC3)cc2)c(C(C)C)cc1Cl	4%	-4	-1.3	u	-11%	3%	16%	-5%	-20%
Cc1nc2ccsc2c(=O)n1-c1cccc(Cl)c1	10%	-2	-0.6	10%	6%	6%	6%	0%	-7%
Cc1nc2ccccc2n1/C(=N\S(=O)(=O)c1ccccc1)c1ccccc1	2%	1	-0.6	x	9%	-2%	-9%	-3%	18%
CCc1nnc(NC(=O)CN2C(=O)/C(=C/c3cc(OC)c(OC)c(OC)c3)SC2=S)s1	7%	-5	-1.0	21%	-10%	-3%	-5%	-4%	-13%
CCCc1cc(=O)oc2cc(OCc3ccc(C(=O)O)cc3)ccc12	3%	0	-5.0	10%	-8%	-5%	-25%	2%	4%
COc1ccc(OCCCC(=O)N2CCN(S(=O)(=O)c3cccc(F)c3)CC2)cc1	-1%	1	0.4	17%	-7%	4%	0%	0%	u
COc1ccc(OCC(O)COc2ccc(C(=O)O)cc2)cc1 (stereo not given)	x	-11	-0.4	8%	1%	-5%	13%	6%	-1%
CC1Cc2ccccc2N1C(=O)CN1C(=O)NC2(CCCCC2)C1=O (stereo not given)	3%	1	-1.0	4%	-2%	-6%	2%	5%	-19%
Clc1ccc(-c2ccc(CNCc3ccccn3)o2)cc1	3%	14	-0.3	-14%	1%	-3%	-20%	5%	4%
COc1ccc(C(=O)Nc2cc(C)c(NC(=O)c3ccccc3OC)cn2)cc1	-3%	-8	2.5	32%	-36%	-1%	-11%	2%	-23%
COc1cc(NC(=O)c2ccc3c(SCC(=O)O)c4c(nc3c2)CCCC4)cc(OC)c1OC	2%	4	0.0	u	-16%	-10%	-6%	5%	-9%
Cc1ccccc1C(=O)N1CCN(c2ccc(NC(=O)c3ccco3)cc2Cl)CC1	8%	-2	-0.8	u	0%	-14%	-24%	0%	-4%
CC(=O)c1c(C)n(C)c2ccc(OC(=O)c3ccco3)cc12	11%	-7	-1.1	22%	7%	-8%	1%	6%	2%
C=CCC(C#Cc1ccc(C)cc1)N(CC)CC (stereo not given)	1%	-5	1.6	-21%	-10%	-1%	17%	2%	-1%
O=C(NN=C1CCN(Cc2ccccc2)CC1)c1ccccc1	-6%	-1	-3.6	-3%	-2%	-15%	0%	11%	u
Nc1n[nH]c2ccccc12	-6%	1	1.6	-18%	-5%	-10%	-3%	16%	8%
N#Cc1ccc(C2N=C(c3ccccc3)NO2)cc1 (stereo not given)	-1%	-11	-0.2	-11%	-1%	-4%	5%	-6%	2%
COC(=O)c1ccc(NC(=O)c2cc[n+]([O-])cc2)cc1	-5%	0	-3.5	9%	7%	-9%	2%	-3%	10%
Cc1ccc(C(O)c2ncc(-c3ccc(Cl)cc3)[nH]2)cc1 (stereo not given)	8%	6	0.4	-11%	-4%	-2%	21%	-1%	-6%
CC(C)(C)NC(=O)c1cccc(NC(=O)c2ccc3c(c2)C(=O)N(C(C)(C)C)C3=O)c1	-1%	15	-4.4	24%	-12%	-2%	-1%	-5%	-19%
Cc1cccc(C)c1NC(=O)CN1CCN(C(=O)CCC(=O)N2CCC(c3ccccc3)=N2)CC1	-16%	1	1.2	-9%	4%	-2%	0%	13%	0%
COc1cccc(NC(=O)C2(C)CCN2C(=O)CCC2CCCC2)c1 (stereo not given)	10%	1	0.1	27%	-5%	1%	6%	-6%	-7%
O=[N+]([O-])c1ccc(N(CCO)Cc2ccccc2)c([N+](=O)[O-])c1	u	-1	-1.5	2%	2%	3%	24%	0%	-4%
O=C(CSc1nnc2c(n1)[nH]c1ccccc12)NCc1ccccc1F	0%	6	1.1	-8%	-8%	-6%	-11%	2%	-4%
O=C(Nc1cccc2ccccc12)c1onc2c1CCCC2	0%	0	-0.3	9%	7%	1%	16%	0%	9%
CNc1cc(-c2ccc(C(=O)OC)cc2)ncn1	-14%	2	0.6	-10%	3%	-2%	-7%	-18%	18%
CCOC(=O)C1(Cc2ccc(OC)cc2)CCN(C(=O)c2sc(C)nc2C)CC1	11%	-2	-1.2	34%	5%	2%	7%	-4%	14%
O=C(Cn1cc2c(n1)CCCC2)NCCCN1CCN(c2ccccc2F)CC1	-1%	0	-0.2	-7%	-2%	12%	8%	-5%	-4%
O=C(CCc1nnc2ccc(NCc3ccco3)nn12)N1CCN(c2ccc(F)cc2)CC1	-3%	-16	-3.6	6%	-13%	-9%	1%	9%	-8%
CC(=O)N1CCOc2ccc(S(=O)(=O)Nc3ncccc3C)cc21	-10%	1	3.5	12%	7%	-19%	6%	7%	-17%
CCOc1ccc(C(=O)NCCN2CCOCC2)cc1	-2%	5	-0.4	-11%	6%	-8%	5%	4%	0%
CCOc1ccc2nc(NCCNS(=O)(=O)c3ccccc3)c(C#N)cc2c1	0%	1	-1.8	22%	5%	-8%	-8%	-1%	2%
Cc1cc(C)c(C)c(S(=O)(=O)N2CCN(CC(=O)Nc3sccc3C#N)CC2)c1C	4%	-4	-3.0	x	-5%	-8%	0%	-2%	0%
CCn1cc(C(=O)NN)c(=O)c2cc(F)c(N3CCN(C)CC3)cc21	-4%	-6	0.5	-20%	4%	-9%	-19%	10%	-4%
COc1ccc(-c2cc3ccc(OCc4nn[nH]n4)cc3oc2=O)cc1OC	x	-26	0.3	-4%	-17%	-5%	9%	8%	-17%
CS(=O)(=O)N(CC(=O)Nc1cccnc1)c1ccc2c(c1)OCCO2	4%	x	0.9	-5%	-5%[57.1 µM]	1%	-3%	9%	7%
CCc1nnc(SCc2ccc(CSc3nnc(CC)n3N)cc2)n1N	-2%	10	0.3	x	1%	0%	24%	-5%	5%
CC1(C)CC(=O)C(N=Nc2ccc(OC(F)F)cc2)=C(O)C1	-3%	0	1.8	9%	-6%	-1%	-11%	3%	-18%
O=C(NNC(=O)c1ncc(Cl)c(Cl)c1Cl)c1ccc(F)cc1	0%	8	-0.1	-11%	-1%	-5%	-4%	6%	17%
CCOC(=O)N1CCN(C(=O)Nc2ccccc2)CC1	4%	-8	-2.7	1%	-5%	-10%	6%	13%	-2%
CCN(c1ccc(OC)cc1)S(=O)(=O)c1nnc(NC(=O)c2ccco2)s1	-1%	u	-3.3	15%	-11%	-24%	-2%	-6%	-29%
CCOc1ccc(S(=O)(=O)N2CCN(C3CC(=O)N(c4cccc(C(C)=O)c4)C3=O)CC2)cc1 (stereo not given)	-5%	-28	-1.1	x	-2%	4%	5%	-1%	14%
O=C(CCc1ccc(S(=O)(=O)N2CCOCC2)cc1)OCC(=O)c1ccccc1	5%	5	-0.7	-9%	6%	1%	18%	1%	10%
CCOc1ccc(NC(=O)c2ccc(NC(=S)NC3CC3)cc2)cc1	0%	-2	1.4	14%	-5%[57.1 µM]	-9%	-7%	2%	-2%
COc1ccccc1OCC(=O)N1CCN(C(=O)COc2ccccc2OC)CC1	2%	4	1.9	-11%	-7%	-17%	-9%	7%	-12%
